EPAC2 antagonist: blocks human EPAC2 exchange factor. Q8WZA2. 360,000 tested, 0.18% active. Potency, µM (doses to about 114 µM), for inactives: at the top dose activity, negative = inhibition, usual class: inhibitors. EPAC2 GEF exchange of Rap1B-BODIPY-GDP, fluorescence; further: on the % scale 0 is the no-effect control and ±100 the full control effect; nearly all actives have a fitted effect of over 45% in size; many of its hits are not listed in these tables
FUS yeast rescue: rescues growth of FUS-expressing yeast; Potency, µM (highest dose often 76.6 µM), without a hit: at the top dose growth rescue (activation), actives largely listed as activators; 390,000 tested, 0.24% active; S. cerevisiae FUS-expressing, growth rescue, OD600, 24 h;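 further: plate controls were DMSO vehicle for no effect and reference control for full effect; nearly all actives have a fitted effect of over 55% in size; some results filed as inactive show a strong effect at the top dose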
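FUS-expressing yeast, raffinose-pregrown, induced in 2% galactose minimal medium at OD 0.005; compounds in a dilution series, 24hr at 30C. Growth restoration read as absorbance at 600 nm. CP55940 positive control, DMSO negative.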
EPAC1 antagonist: antagonists of human EPAC1. O95398. EPAC1 GEF assay, Rap1b-BODIPY-GDP exchange fluorescence. Potency, µM (top dose mostly 115 µM), for the others: at the highest dose activity change, negative = inhibition, usual class: inhibitors. 360,000 tested, 0.14% active. AID 720709;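 further: plate controls were vehicle for no effect and positive control for full effect; nearly all actives have a fitted effect of over 50% in size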
EPAC2 ag: activates human EPAC2 exchange factor; Q8WZA2; EPAC2 activation, biochemical qHTS; response scale: 100% = 6.5 mM cAMP response; Potency, µM (doses to about 154 µM), inactives show at the highest dose activation, actives largely listed as activators; 360,000 tested, 0.079% active; AID 720711; further: nearly all actives have a fitted effect of over 50% in size
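Each well held 100 nM EPAC2, 250 nM RAP1B-BODIPY-GDP and 50 uM GDP. Fluorescence, read at 5-min intervals to 30 min, was referenced to a 6.5 mM cAMP positive control.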
EPAC1 agonist: agonists of human EPAC1; O95398; EPAC1 agonist qHTS, biochemical assay; response scale: 100% = response to 6.5 mM cAMP; Potency, µM (highest dose often 154 µM), for inactives: at the top dose activation, most hits filed as activators; 360,000 tested, 0.073% active; AID 720707; further: nearly all actives have a fitted effect of over 60% in size
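EPAC1 100 nM, Rap1B–BODIPY-GDP 250 nM, unlabeled GDP 50 uM; compound titration; 5 min RT; kinetic read ex480/em540 at 5-min intervals ×30 min; data normalized to 6.5 mM cAMP agonist control.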
PTHR1 agonist: activates the human parathyroid hormone receptor PTHR1; Q03431; HEK293 GP2 PTHR1 cells, GloSensor cAMP luminescence, 1 h; Potency, µM (highest dose often 115 µM), without a hit: at the top dose activation, hits mostly activators; 410,000 tested, 0.075% active; further: nearly all actives have a fitted effect of over 55% in size; some results filed as inactive show a strong effect at the top dose; inactives centre near -15; many of its hits are not listed in these tables
Target sequence (Q03431 whole entry, looked up): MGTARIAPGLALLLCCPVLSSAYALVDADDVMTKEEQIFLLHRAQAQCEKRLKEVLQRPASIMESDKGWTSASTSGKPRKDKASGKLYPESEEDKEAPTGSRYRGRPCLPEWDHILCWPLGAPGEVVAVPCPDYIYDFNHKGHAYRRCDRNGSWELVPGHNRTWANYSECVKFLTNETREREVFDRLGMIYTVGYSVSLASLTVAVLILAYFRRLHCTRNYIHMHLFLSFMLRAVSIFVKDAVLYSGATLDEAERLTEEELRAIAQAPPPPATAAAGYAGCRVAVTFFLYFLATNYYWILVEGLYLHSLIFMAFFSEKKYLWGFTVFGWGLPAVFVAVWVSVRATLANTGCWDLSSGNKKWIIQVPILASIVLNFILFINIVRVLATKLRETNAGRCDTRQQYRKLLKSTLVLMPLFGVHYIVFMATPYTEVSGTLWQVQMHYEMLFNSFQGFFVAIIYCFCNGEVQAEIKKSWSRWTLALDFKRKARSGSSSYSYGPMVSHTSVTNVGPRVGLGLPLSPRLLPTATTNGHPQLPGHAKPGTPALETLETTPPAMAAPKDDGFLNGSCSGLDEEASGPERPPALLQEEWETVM
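HEK-293-derived GP2 cells expressing PTHR1 and a GloSensor cAMP reporter, 3,000/well, plated overnight, given luciferin plus IBMX (each 0.5 mM as added) for 1 h at 37 °C, then compound for 1 h at 37 °C. Luminescence was read after 15 min at room temperature.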
TDP43 rescue: rescues yeast growth from TDP-43 toxicity. Potency, µM (highest dose often 46.1 µM), for the others: at the top dose growth rescue (activation), most hits filed as activators. AID 652104. 410,000 tested, 1.8% active. TDP-43 expressing yeast growth rescue, BacTiter-Glo, 24 h; further: % of control where 0% means no effect; nearly all actives have a fitted effect of over 50% in size
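Readout is BacTiter-Glo luminescence of cell growth, so inhibitors register as activators. TDP-43-expressing yeast at OD600=0.02 in galactose medium, after raffinose pregrowth to mid-log, were incubated with compound for 24 hr at 30 deg C.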
aSyn rescue: rescues yeast growth from alpha-synuclein toxicity; AID 652106; Potency, µM (highest dose often 46.1 µM), for the others: at the highest dose growth rescue (activation), hits mostly activators; Yeast expressing alpha-synuclein, growth rescue, BacTiter-Glo, 24 h; 370,000 tested, 0.14% active; further: % of control where 0% means no effect; nearly all actives have a fitted effect of over 65% in size
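Screening used galactose-induced yeast with toxic alpha-synuclein levels, exposed to compound for 24 hr at 30 deg C. Cell growth, read with BacTiter-Glo luminescence, gave the measured signal.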
An asterisk follows results filed as active; i = inactive; ? = inconclusive; nt = not tested or not shown; [ ] = remark or other dose. The call rests on the fitted dose curve; in most records, active means well fitted curve in the direction sought with a large enough effect; inconclusive means small, poorly fitted or top-dose-only effect, or another doubt; inactive means no such curve, though single readings can be large; an effect the other way counts as inactive or inconclusive. Potency means the concentration at half of the fitted maximal effect. This is a subset, so the mix of outcomes need not match the whole.

SMILES	EPAC2 antagonist	FUS yeast rescue	EPAC1 antagonist	EPAC2 ag	EPAC1 agonist	PTHR1 agonist	TDP43 rescue	aSyn rescue
CCc1ccc(NC(=S)N(Cc2cccnc2)Cc2ccco2)cc1	-27%	9%	-11%	-8%	-2%	i	3%	5%
CCCCn1c(SCC(=O)c2ccc(OCC)cc2)nc2cc(S(N)(=O)=O)ccc21	1%	7%	-1%	-18%	-13%	-29%	?	-1%
Cc1ccccc1N1C(=O)CC(c2c[nH]c3ccccc23)C1=O (configuration not stated)	-4%	-18%	3%	3%	-3%	i	6%	14%
Clc1cc(-c2ccc(/C=N/n3cnnc3)o2)ccc1Br	-4%	16%	-2%	8%	-4%	i	-19%	-10%
Oc1ccc(CN2CCCCC2)nc1-c1ccccc1	2%	11%	-2%	2%	3%	i	3%	-4%
Cc1ccc(-c2csc(N3CCN(CCCn4c(C(F)(F)F)nc5ccccc54)CC3)n2)cc1	3%	38%	5%	4%	8%	-36%[inhibitor]	-3%	-19%
O=C1C[C@@H]2c3c(cccc3CN1Cc1ccccc1F)C[C@@H](O)[C@H]2O	-8%	10%	13%	2%	-6%	i	-1%	2%
Cn1ncn2c(=O)c3c(nc12)-c1ccccc1CC31CCCC1	-17%	1%	-3%	3%	15%	-20%	-19%	-1%
C/C(=N/NC(=O)CN(c1ccccc1)S(=O)(=O)c1ccccc1)c1ccccc1O	2%	0%	-21%	10%	8%	i	-7%	1%
CCOC(=O)C(Cc1cc(N)c(Oc2ccc(OC)cc2)c(N)c1)NC(C)=O (configuration not stated)	19%	15%	-3%	9%	-4%	-13%	-8%	-5%
CC(C)C[C@H](NC(=O)c1nc[nH]c1C(=O)N[C@@H](CCCCNC(=O)OC(C)(C)C)C(=O)OC(C)(C)C)C(=O)OCc1ccccc1	-11%	41%	-24%	-11%	-24%	-16%	5%	-1%
COc1ccc(CCNC(=O)CSc2nc(C)cc(C)n2)cc1OC	19%	13%	-17%	-1%	5%	12%	8%	0%
FC(F)(F)c1nnc2sc(-c3cccs3)nn12	-4%	2%	-2%	9%	-1%	i	0%	-1%
CCCNC(=O)c1cc(C2CCCCN2S(=O)(=O)c2ccccc2)on1 (configuration not stated)	3%	-1%	-17%	-3%	-12%	-10%	-9%	2%
CC1(C)COC(c2coc3ccccc3c2=O)OC1	-1%	nt	-23%	15%	6%	i	-5%	4%
CCCCC(=O)Nc1nnc(S(=O)(=O)N(CC)c2ccc(OC)cc2)s1	1%	-59%	3%	3%	-11%	i	-12%	2%
O=C(CSc1nc2ccccc2c(=O)n1CC1CCCO1)Nc1ccccc1Cl (configuration not stated)	-28%	?	-12%	8%	0%	-11%	?	11%
Fc1ccc(CN2CCN(c3ncccn3)CC2)c(F)c1	-3%	-16%	-9%	7%	4%	i	-2%	2%
Cc1ccc(NCC(=O)N=Nc2c(O)[nH]c3ccc([N+](=O)[O-])cc23)cc1	-7%	22%	?	-5%	-21%	?	-17%	-1%
COCCNC(=O)C1(C)CCCN(Cc2ccc(OCc3ccccc3)cc2)C1 (configuration not stated)	-18%	6%	-10%	5%	-6%	i	30%	3%
CC(C)Cc1c2c([nH]c(=S)c1C#N)CCCC2	-9%	nt	-3%	-2%	6%	i	-4%	-2%
COc1ccc(S(=O)(=O)NCC(=O)N(CC(=O)NCC2CCCO2)Cc2ccc(F)cc2)cc1 (configuration not stated)	-3%	-18%	-5%	11%	2%	24%	-18%	-5%
Cc1ccc(S(=O)(=O)Nc2cccc(C(=O)NCC(c3ccccc3)N(C)C)c2)cc1F (configuration not stated)	-7%	11%	-15%	14%	4%	i	-10%	-1%
Cn1c(CBr)c(C(=O)c2ccc([N+](=O)[O-])cc2)c(=O)n(C)c1=O	2%	1%	11%	8%	1%	i	16%	6%
CC(C)(C)OC(=O)N1CCC(NC(=O)c2nc[nH]c2C(=O)N2CCN(C(=O)OC(C)(C)C)CC2)CC1	5%	?	-6%	0%	2%	i	3%	0%
Cc1ccc(CNC(=O)C(Cc2ccccc2)NS(=O)(=O)c2ccc(Br)s2)cc1 (configuration not stated)	4%	18%	-14%	5%	-2%	-22%	6%	2%
O=C(Cc1ccccc1)Nc1c(C(=O)N2CCOCC2)cnn1-c1ccccc1	12%	-3%	11%	6%	-12%	i	-20%	-1%
COc1ccc(N(CC(=O)Nc2ccccc2C(N)=O)S(=O)(=O)c2ccc(C)c([N+](=O)[O-])c2)cc1	8%	?	-11%	6%	0%	-2%	-1%	1%
CN(C)S(=O)(=O)c1cccc(C(=O)Nc2cc(S(=O)(=O)N3CCOCC3)ccc2O)c1	1%	15%	-3%	-3%	6%	-16%	-7%	2%
O=C(Nc1nn[nH]n1)c1cccc(Oc2ccccc2)c1	21%	32%	5%	5%	-9%	i	-3%	11%

Compound profiles, from the list above. Order of values: EPAC2 antagonist, FUS yeast rescue, EPAC1 antagonist, EPAC2 ag, EPAC1 agonist, PTHR1 agonist, TDP43 rescue, aSyn rescue
O=C(Cc1ccccc1)Nc1c(C(=O)N2CCOCC2)cnn1-c1ccccc1 is listed with 12%, -3%, 11%, 6%, -12%, i, -20%, -1%
COc1ccc(S(=O)(=O)NCC(=O)N(CC(=O)NCC2CCCO2)Cc2ccc(F)cc2)cc1 (configuration not stated) is listed with -3%, -18%, -5%, 11%, 2%, 24%, -18%, -5%
CC(C)(C)OC(=O)N1CCC(NC(=O)c2nc[nH]c2C(=O)N2CCN(C(=O)OC(C)(C)C)CC2)CC1 is listed with 5%, ?, -6%, 0%, 2%, i, 3%, 0%

Additional entries.
SMILES	EPAC2 antagonist	FUS yeast rescue	EPAC1 antagonist	EPAC2 ag	EPAC1 agonist	PTHR1 agonist	TDP43 rescue	aSyn rescue
O=C(CCNC(=O)c1ccc(Br)cc1)Nc1ncccc1O	6%	-2%	18%	3%	-3%	i	2%	-1%
CCN(CC(=O)Nc1c(F)cccc1F)C(=O)Cc1csc(-c2ccc(OC)c(OC)c2)n1	?	15%	1%	1%	7%	-22%	5%	0%
CCOC(=O)c1c(NC(=O)c2noc(C)c2[N+](=O)[O-])sc(C(C)=O)c1C	-4%	18%	?	-2%	-8%	-15%	-12%[0.397 µM]	1%
CCC(Sc1ncnc2c1nnn2-c1ccc(F)cc1)C(=O)OC (configuration not stated)	2%	0%	10%	-2%	-5%	-29%[57.5 µM]	0%	-6%
COc1ccc(C(=O)OCC(=O)N2CCc3ccccc3C2)cc1OC	9%	nt	10%	-1%	-5%	-2%	0%	18%
CCCC(=O)Nc1ccc(C(=O)Nc2nc(CC(=O)OCC)cs2)cc1	7%	8%	4%	2%	2%	-5%[57.5 µM]	-13%	7%
C=CCN(c1cccc(C(F)(F)F)c1)S(=O)(=O)c1cccc(C(=O)OCC(=O)NCCC)c1	-23%	28%	-28%	-7%	-7%	-23%	11%	14%
O=C(NCCCSc1ccccc1)c1cc(Br)ccc1O	-22%	17%	0%	16%	23%	-26%	-92%[inhibitor]	-70%[inhibitor]
CCNC(=O)CC1C(=O)N(c2ccccc2)C(=O)N1Cc1ccc(OC)cc1 (configuration not stated)	2%	17%	10%	18%	9%	i	-2%	0%
Clc1ccc(-c2nc3ccccn3c2CN2CCCCC2)cc1	-11%[57.1 µM]	27%	-9%	10%	-3%	25%	-10%	-3%
Fc1ccc(Oc2cnc3ccccc3n2)cc1	5%	-6%	1%	3%	3%	i	2%[0.397 µM]	-1%
CNC(=O)c1cc(S(=O)(=O)NC2CCCCCC2)ccc1C	6%	14%	-5%	4%	-4%	i	-8%	0%
CSCC[C@H](NC(=O)OC(C)(C)C)C(=O)N/N=C/c1c(C)[nH]c(=O)[nH]c1=O	10%	nt	-5%	5%	-9%	i	17%	8%
COc1ccc(/C=N/NC(=O)c2csc(-n3nc(C)cc3C(F)(F)F)n2)cc1	0%	10%	1%	-19%	-9%	i	2%	5%
CCCCN(C(=O)NC(=O)Nc1c(C)cc(C)cc1C)S(C)(=O)=O	14%	-4%	12%	7%	-4%	i	-6%	-8%
Cc1cccc2cc(CN(Cc3ccco3)C(=O)NC3CCCCC3)c(=O)[nH]c12	0%[57.1 µM]	35%	-17%	15%	1%	4%[57.5 µM]	-4%	1%
O=C(NCc1ccco1)Nc1cccc2ccccc12	2%	-6%	-18%	1%	-3%	-2%	-4%	5%
COc1ccc(OCC(=O)NN2Cc3ccccc3C2=N)cc1	-6%	6%	4%	6%	7%	i	-9%	-4%
CCCCCCN1C[C@@H](O)[C@H](n2cc(COC(=O)c3ccccc3)nn2)C[C@@H]1c1ccc(Cl)cc1	3%	0%	-13%	-3%	-7%	-30%	21%	3%
O=C(NNC(=S)NC(=O)c1ccc(Br)cc1)c1cccc([N+](=O)[O-])c1	?	-15%	1%	-2%	3%	-1%	28%	1%
Cc1ccccc1N1C(=O)c2ccccc2N2C(=O)c3ccccc3C12 (configuration not stated)	-6%	-28%	-2%	7%	-7%	-29%	?	7%
O=C(COC(=O)CCc1nc2ccccc2s1)NC(=O)NCc1ccco1	-12%	9%	-26%	-3%	1%	i	-21%	14%
CC1(C(=O)NS(C)(=O)=O)CCN1C(=O)Cc1ccc(Cl)cc1Cl (configuration not stated)	-13%	1%	-2%	4%	8%	-22%	14%	1%
O=[N+]([O-])c1cccc(N=Nc2ccc(O)cc2O)c1	-19%	35%	-20%	4%	8%	-39%[inhibitor]	-92%[inhibitor]	-60%[inhibitor]
CCOC(=O)C1CCN(c2c(NCc3ccc(N(C)C)cc3)c(=O)c2=O)CC1	14%	-24%	5%	-3%	-12%	-8%	-3%	-7%
Cc1nn(CC(=O)Nc2ccc(Cl)cc2Cl)c(=O)c2ccccc12	5%	2%	29%	-1%	8%	-15%	2%	-4%
COc1ccc(C)cc1NC(=O)CN1C(=O)COc2ccc(C)cc21	-4%	1%	-13%	3%	0%	i	-7%	2%
Cc1ccsc1C(=O)Nc1cccc(-n2cnnn2)c1	3%	0%	-25%	8%	7%	-20%	-2%	-9%
Cc1ccc(/C=N/NC(=O)c2ccc(C(=O)N/N=C/c3ccc(C)s3)o2)s1	-1%	-6%	8%	3%	3%	i	-2%	-9%
COc1ccccc1NC(=O)COC(=O)COc1ccccc1F	0%	-29%	-15%	11%	7%	i	9%	-15%
COc1ccc(/C=C(\NC(=O)c2ccco2)C(=O)NCc2ccco2)cc1	13%	8%	12%	14%	3%	-17%	-3%	-1%
CCOc1ccc(Nc2cc3n(c(=O)n2)CCc2cc(OC)c(OC)cc2-3)cc1	12%	45%	?	7%	2%	-9%	-12%	-1%
